# Bioassay records from PubChem BioAssay.
# CIT2 TOR yeast = yeast TOR pathway CIT2-GFP modulation; GFP response vs DMSO, % at 10 µM; AID 2029; 0.065% of 320,000 active; S. cerevisiae CIT2-GFP strain, flow cytometry, 3 h; 100 means same as DMSO wells;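 active = GFP response relative to DMSO above a set limit, near the screen mean plus 3 SD, cut at about 150% in these data; inconclusive = Fewer than 70 cells measured for a yeast strain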;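 also: ratio of well median GFP fluorescence to mean of DMSO wells on the plate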
# MEP2-GFP yeast = yeast TOR pathway MEP2-GFP modulation; S. cerevisiae MEP2-GFP strain, flow cytometry GFP, 3 h; 100% = DMSO control level; GFP response vs DMSO, % at 10 µM; 0.51% of 330,000 active;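 active = GFP response versus DMSO above a set limit, roughly screen mean plus 3 SD, cut at about 180% in these data; inconclusive = fewer than 70 cells counted for a yeast strain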;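 also: median GFP fluorescence of the barcode-gated MEP2-GFP cells per well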
# RPL19A-GFP yeast = modulators of TOR pathway RPL19A-GFP in S. cerevisiae | S. cerevisiae RPL19A-GFP strain, flow cytometry, 3 h; hits give low values | percent response vs DMSO, % at 10 µM | 0.3% of 330,000 active | AID 2025;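 active = percent response vs DMSO below 50%; inconclusive = fewer than 70 events counted for the yeast strain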;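 also: median channel GFP fluorescence of the barcoded RPL19A-GFP strain; ratio of sample median GFP to plate DMSO average so 100% = DMSO; lower means less RPL19A-GFP as with rapamycin TOR inhibition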
# AGP1 TOR yeast = yeast TOR pathway AGP1-GFP modulation. S. cerevisiae AGP1-GFP multiplex flow cytometry, 3 h; GFP as percent of DMSO wells. GFP response vs DMSO, % at 10 µM. 0.02% of 320,000 active. AID 2066;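 active = GFP response relative to DMSO above a set limit, near screen average plus 3 SD, cut at about 150% in these data; inconclusive = fewer than 70 cells counted for the yeast strain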;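 also: median GFP channel fluorescence of the gated AGP1 strain per well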
# Yeast superoxide = yeast age-related superoxide inhibition as caloric restriction mimetic; S. cerevisiae aged cells, superoxide DHE fluorescence; hits give low values; superoxide response (% of plate mean), % at 10 µM; 0.18% of 330,000 active; AID 2690;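 active = superoxide response under a set limit, about three screen SD below normal, cut at about 65% in these data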;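 also: yeast aged for seven days with compound at 30 °C before DHE staining; 100% = average MFI of all compound-treated wells on the plate with controls excluded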
# Efflux pump inh = inhibitors of Candida antifungal efflux pumps expressed in yeast; S. cerevisiae Candida pump triplex, Nile Red efflux; inhibition, % at 10 µM; 0.44% of 330,000 active; AID 485275;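 active = plate passing quality check with inhibition over a set limit, or well fluorescence over plate mean plus 4 SD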;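 also: Nile Red retained in pooled yeast measured as flow cytometry median fluorescence; 0% = buffer negative control and 100% = Enniatin B positive control; higher means more Nile Red kept so more efflux inhibition; some compounds called inactive have numbers as strong as hits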
# LAP4-GFP MLPCN = alters LAP4-GFP fluorescence in TOR pathway yeast screen | GFP response vs DMSO, % at 10 µM | 0.34% of 320,000 active | S. cerevisiae LAP4-GFP multiplex, flow cytometry GFP, 3 h; median GFP as percent of DMSO wells;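 active = GFP response vs DMSO above a set limit, about the screen mean plus 3 SD, cut at about 150% in these data; inconclusive = under 70 cell events counted for the yeast strain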
# AHR activator = human AHR activation | 2.5% of 320,000 active | AID 2796 | P35869 | AHR-responsive luciferase reporter cells, luminescence | activation, % at 5 µM; in the data active = activation above about 47%;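 also: 0% = vehicle wells and 100% = reference agonist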
# Target sequence (P35869 whole entry, looked up): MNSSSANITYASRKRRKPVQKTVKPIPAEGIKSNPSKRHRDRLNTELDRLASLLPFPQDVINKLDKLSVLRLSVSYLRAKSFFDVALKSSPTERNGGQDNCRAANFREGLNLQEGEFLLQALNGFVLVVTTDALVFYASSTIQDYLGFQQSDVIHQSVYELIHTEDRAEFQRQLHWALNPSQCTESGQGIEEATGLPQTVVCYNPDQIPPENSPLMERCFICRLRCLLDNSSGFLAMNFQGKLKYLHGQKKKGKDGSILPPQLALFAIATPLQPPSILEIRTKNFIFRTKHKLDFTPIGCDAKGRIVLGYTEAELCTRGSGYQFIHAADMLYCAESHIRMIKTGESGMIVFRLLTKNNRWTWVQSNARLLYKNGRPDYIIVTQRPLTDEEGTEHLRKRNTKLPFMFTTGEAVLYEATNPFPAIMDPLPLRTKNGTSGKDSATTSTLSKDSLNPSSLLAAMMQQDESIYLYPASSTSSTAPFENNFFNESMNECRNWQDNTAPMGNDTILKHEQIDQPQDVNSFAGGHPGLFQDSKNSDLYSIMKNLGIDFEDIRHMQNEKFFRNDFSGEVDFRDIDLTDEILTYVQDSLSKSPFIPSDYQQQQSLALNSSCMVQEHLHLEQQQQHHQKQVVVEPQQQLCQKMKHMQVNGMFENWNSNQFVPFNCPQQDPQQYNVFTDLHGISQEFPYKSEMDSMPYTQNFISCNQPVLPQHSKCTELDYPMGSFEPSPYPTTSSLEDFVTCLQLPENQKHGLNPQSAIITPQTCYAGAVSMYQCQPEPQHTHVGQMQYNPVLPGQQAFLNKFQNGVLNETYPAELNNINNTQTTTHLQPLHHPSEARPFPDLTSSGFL
# Numbers without * were called inactive; i = inactive; ? = inconclusive; · = no result given.
SMILES,CIT2 TOR yeast,MEP2-GFP yeast,RPL19A-GFP yeast,AGP1 TOR yeast,Yeast superoxide,Efflux pump inh,LAP4-GFP MLPCN,AHR activator
Cc1ccc(-n2ccnc2SCC(=O)c2c(N)n(C3CC3)c(=O)[nH]c2=O)cc1C,85,93,96,96,80,-0.1,97,5
Cc1ccc(-c2nnc(Nc3ccc(C(=O)N(C)C)cc3)c3ccccc23)cc1S(=O)(=O)NCC1CCCO1 (stereo not drawn),100,98,102,98,97,0.2,91,6
COC(=O)c1ccc(CS(=O)(=O)c2ccc(C)cc2)cc1,116,112,104,108,92,0.1,98,-2
CCC(=O)Nc1nc(-c2cc([N+](=O)[O-])cs2)cs1,93,113,112,94,99,-0.1,103,-5
CCCC1c2ccc(C)n2CCN1C(=O)Nc1ccc(F)cc1 (stereo not drawn),107,107,105,104,98,0.0,102,2
COc1ccccc1NCc1ccc([N+](=O)[O-])s1,95,110,94,107,119,0.1,120,-3
COc1ccc(CNC(=O)C/C(C)=N/NC(=O)COc2ccccc2)cc1,103,101,105,100,108,0.0,96,1
COC(=O)C1=C[C@@H](C(=O)OC)[C@@H]2C3=C(C(=O)[C@@]2(C)NC(=O)c2ccccc2)[C@H](C)C(C(=O)OC)=C(C(=O)OC)[C@@H]3C1,86,96,107,91,89,-0.1,103,-1
O=C(Nc1ccc(Br)cc1)c1cccc(N2C(=O)C3C4C=CC(C4)C3C2=O)c1 (stereo not drawn),103,102,100,101,93,-0.2,102,7
O=C(CC(SCCO)c1ccc2c(c1)OCO2)c1ccco1 (stereo not drawn),100,103,99,108,94,-0.1,108,7
CC(C)(C)c1ccc(C(=O)Nc2ccc(C(=O)NCc3cccnc3)cc2)cc1,104,109,106,98,116,0.0,101,2
CC(C)(C)OC(=O)NC1CCN(S(=O)(=O)c2ccc3c(c2)OCCO3)CC1,90,102,99,100,108,0.1,101,-2
COc1cccc(NC(=S)N2CCC(NC(=O)c3ccco3)CC2)c1,93,97,95,94,119,0.6,99,3
Cc1cc(=O)[nH]c2nnc(-c3ccc(Cl)cc3)n12,105,99,98,104,110,0.1,107,9
O=C(CSc1ccccc1)Nc1ccc(S(=O)(=O)Nc2ncccn2)cc1,95,95,96,100,93,-0.1,103,0
CCOC(=O)N1C2=NC(C(=O)OC)=C(C(=O)OC)[C@@H]3N(C)c4ccc(OC)cc4[C@]23C[C@H]1C(=O)OC,95,100,100,104,100,0.0,104,-1
CCOCc1nnc(NC(=O)COC)s1,92,90,100,104,96,0.0,101,-5
CSC(=NC#N)N1CCN(c2cccc(Cl)c2)CC1,80,94,95,93,94,0.0,112,115*
O/N=C/c1cc(Br)ccc1OCc1ccc(F)cc1,97,102,104,96,93,-0.1,121,2
O=[N+]([O-])c1ccc(S(=O)(=O)N/N=C/c2ccsc2)cc1,86,103,103,92,95,-0.7,82,·
CC(=O)c1ccc(N/C=C\C(=O)c2ccc(C)cc2)cc1,85,109,91,90,95,0.5,111,7
COc1cc2c(cc1NC(=O)COC(=O)/C=C/c1ccc([N+](=O)[O-])cc1)oc1ccccc12,109,110,104,101,91,0.1,102,9
COc1cc(SC)ccc1C(=O)NCCOc1ccc(Cl)cc1,100,101,101,92,113,-0.3,92,-1
CCOC(=O)N1CCC(NC(=O)c2cc(COc3c(C)cccc3C)on2)CC1,98,103,97,95,90,-0.1,92,-5
Cc1cc(C)n2ncc(C(=O)Nc3ccc(Cl)c(Cl)c3)c2n1,94,92,105,96,93,0.2,88,30
CCOC(=O)C1CCN(c2c(NCCN3CCN(c4ccccc4)CC3)c(=O)c2=O)CC1,89,97,95,95,99,0.2,83,3
CCOc1ccc(C(=O)COC(=O)c2cc(=O)[nH]c3ccccc23)cc1,92,96,99,103,102,0.0,105,3
C/C(=N\Nc1ccccn1)c1ccc2c(c1)OCO2,98,101,98,102,105,0.0,96,59*
CCOC(=O)C(Cc1ccccc1)NC(=O)Cn1nnc(-c2ccc(SC)cc2)n1 (stereo not drawn),93,98,100,102,104,0.0,99,7
O=C(Cn1cnc2c(nnn2Cc2ccccc2)c1=O)N1CCN(c2ccccc2)CC1,94,96,95,99,107,-0.1,106,1
CN1C(=O)c2ccccc2C(C(=O)O)C1c1cn(C)c2ccccc12 (stereo not drawn),96,109,97,95,96,0.0,96,16
CC(NC(=O)CCn1nc(-c2ccc(Cl)cc2)ccc1=O)c1ccccc1 (stereo not drawn),93,102,96,107,100,-0.1,101,0
C=C(C)c1nc(N)nc(N)n1,113,100,94,91,90,-0.2,93,0
S=C(Nc1cccc(Cl)c1)Nc1ccc2cn[nH]c2c1,102,99,99,99,88,0.0,118,19
Cc1onc(-c2ccccc2Cl)c1C(=O)NC(=S)Nc1ccccc1C(N)=O,107,101,107,105,118,0.0,98,0
O=C(NNC(=S)NC(=O)c1cccc([N+](=O)[O-])c1)c1ccc(O)cc1,96,102,97,100,74,0.5,94,-1
COC(=O)c1ccc(C)c(NC(=S)NCc2ccc(Cl)cc2)c1,95,113,102,98,100,-0.3,92,-2
OCCOCCOCCn1c2ccccc2c2ccccc21,105,101,102,108,113,0.0,108,22
CCCC(=O)Nc1nc2n(n1)C(c1ccccc1)CC(=O)N2 (stereo not drawn),97,101,93,97,98,0.0,97,2
COc1cc(C)ccc1OCCCCN1CC(C)OC(C)C1 (stereo not drawn),104,104,101,97,86,0.1,101,3
O=C(CCC1CCCCC1)NC1=NCCS1,93,104,106,89,97,0.2,97,-2
COc1cc(CCC(=O)Nc2ccc(Br)c(C(F)(F)F)c2)cc(OC)c1OC,106,97,103,105,104,-0.1,99,2
CSc1nc(-c2ccco2)nn1S(=O)(=O)c1ccccc1,93,96,99,87,100,0.3,106,-4
CSc1ccc(CN(C)C(=O)C(Cc2ccccc2)NC(=O)c2ccccc2)cc1 (stereo not drawn),98,96,95,95,102,0.1,96,1
COc1ccc(CC(=O)NC2CCSc3ccccc32)c(OC)c1 (stereo not drawn),100,99,100,96,111,0.0,90,-7

# Fetched by compound from above:
SMILES,CIT2 TOR yeast,MEP2-GFP yeast,RPL19A-GFP yeast,AGP1 TOR yeast,Yeast superoxide,Efflux pump inh,LAP4-GFP MLPCN,AHR activator
S=C(Nc1cccc(Cl)c1)Nc1ccc2cn[nH]c2c1,102,99,99,99,88,0.0,118,19
CN1C(=O)c2ccccc2C(C(=O)O)C1c1cn(C)c2ccccc12 (stereo not drawn),96,109,97,95,96,0.0,96,16

# Going on with the list:
SMILES,CIT2 TOR yeast,MEP2-GFP yeast,RPL19A-GFP yeast,AGP1 TOR yeast,Yeast superoxide,Efflux pump inh,LAP4-GFP MLPCN,AHR activator
N#CC1(C#N)COC23CCCCC2C1(C#N)C(=N)O3 (stereo not drawn),99,105,98,92,111,-0.1,99,1
CCOC(=O)N1CCN(C(=O)CCSc2ccc(C)cc2)CC1,88,97,95,93,105,0.1,99,4
CCOC(=O)c1cc(C#N)c(N2CCN(C(=O)c3ccccc3)CC2)nc1C(F)(F)F,101,92,93,99,98,0.0,109,2
COc1ccc(C)cc1NC(=O)CSc1nnc2ccc(-c3cccnc3)nn12,93,95,98,105,103,0.0,113,29
O=c1[nH]c(N/N=C/c2ccccc2)nc2ccccc12,106,103,105,106,85,-0.1,109,20
N#Cc1cnn(-c2ncnc3sc(-c4ccccc4)cc23)c1N,109,104,110,·,84,0.2,106,19
Cc1noc(C)c1S(=O)(=O)N(CC(=O)N1CCc2ccccc21)c1ccc(C(C)C)cc1,109,100,103,111,96,0.2,101,3
Cc1ccc(OCC(=O)NNC(=O)CCc2ccccc2)cc1,103,104,103,103,105,-0.1,101,0
Cn1cc(S(=O)(=O)Nc2ccc(OC(F)(F)F)cc2)c(=O)n(C)c1=O,105,115,116,118,101,0.0,126,-1
NC(=O)CC(NC(=O)Cc1cccc2ccccc12)c1ccc(NC2CC3CCC2C3)c([N+](=O)[O-])c1 (stereo not drawn),97,100,96,107,108,0.0,91,-1
Cc1nn(C)cc1CN1CCC(CO)(CCOc2ccccc2)CC1,92,106,98,101,112,0.0,105,1
O=C(CSc1nc2ccccc2nc1N1CCOCC1)Nc1ccccc1F,102,105,101,109,88,0.0,105,6
Cc1cccc(C(=O)Nc2ccccc2C(=O)Nc2ccc(C(=O)O)cc2)c1,101,101,101,97,102,0.0,91,-1
CCN(Cc1ccncc1)C(=O)c1ccc2c(c1)S(=O)(=O)c1ccccc1C2=O,100,110,108,96,105,-0.2,96,2
O=C1C=C(NCc2ccncc2)CC(c2ccccc2)C1 (stereo not drawn),96,98,97,96,90,0.1,105,8
Cc1c(CC(=O)O)c(=O)oc2c(C)c(OCc3nn[nH]n3)ccc12,105,103,105,104,89,0.0,98,-2
COC(=O)c1cc(Nc2cc(C)c3ccc(O)cc3n2)cc(C(=O)OC)c1,97,100,96,101,99,0.0,102,0
Cc1cc(C)n(-c2ccc(C(=O)N3CC(C)OC(C)C3)cc2)n1 (stereo not drawn),86,86,98,89,90,-0.1,88,1
O=C(NNc1ccc(-c2csnn2)cc1)c1ccccc1C(F)(F)F,101,92,91,97,126,0.1,91,2
NS(=O)(=O)c1ccc(CCNC(=O)[C@@H]2CCCN2S(=O)(=O)c2ccccc2F)cc1,·,103,112,108,100,0.0,108,-3
COc1ccc(C2(c3ccc(OC)cc3)NC(=O)N(CC(=O)N(C)C)C2=O)cc1,104,104,106,98,87,0.0,95,0
Cc1ccc(N(C(=O)c2nsc(Cl)c2Cl)C(C(=O)NC2CCCC2)c2ccc(O)cc2)cc1C (stereo not drawn),95,101,102,100,103,0.1,94,2
O=S(=O)(/N=C(/Nc1cccc2ccccc12)c1ccccc1)c1cccs1,91,90,88,88,112,0.1,85,23
O=C(/C=C/c1ccc(O)c(O)c1)NC(=O)c1ccccc1O,98,106,100,102,93,-0.4,105,1
CCOc1ccc(-c2nnn(CC(=O)c3cc(OC)ccc3OC)n2)cc1,98,106,102,103,i,0.0,108,-2
Nc1nncn1C(=O)CCCN1C(=O)c2ccccc2C1=O,94,96,95,98,114,0.1,94,-1
CC(=O)c1ccc(NC(=S)NNC(=O)c2ccncc2)cc1,99,99,106,98,93,0.3,92,18
COc1cc(-c2cccs2)cc(=O)c2c(C)oc(C)c12,90,95,90,85,95,-0.1,121,3
COC(=O)c1[nH]c(=O)c2ccccc2c1O,103,103,96,99,131,-0.1,96,-1
CCN(CC)CCCNC(=S)N(Cc1cccs1)Cc1cc2cc3c(cc2[nH]c1=O)OCCO3,101,98,98,97,105,-0.2,101,6
Cc1cc(C(=O)OCC(=O)N2CCC(c3ccccc3)=N2)ccc1[N+](=O)[O-],94,99,99,107,105,-0.2,110,-2
Cc1ccc(N2CCN(CCCCN3C(=O)C4CCCN4C3=O)CC2)cc1 (stereo not drawn),101,98,100,99,100,-0.1,91,4
CCOc1ccc(/C=C/[N+](=O)[O-])c2ccccc12,79,72,77,?,73,-0.1,117,-4
CCOC(=O)c1ccccc1NC(=O)CSc1nnc(C(C)C)n1CC,96,98,97,96,106,0.0,98,4
Cc1ccc2[nH]c(=O)c(CC=C(Cl)Cl)c(C)c2c1,105,105,108,101,89,0.1,94,25
O=C(OCCc1cc2ccccc2c(=O)o1)N1CCOCC1,93,89,93,95,116,0.2,92,11
C[C@H](CO)N1C[C@H](C)[C@@H](CN(C)Cc2ccccc2)Oc2c(NC(=O)C3CCCCC3)cccc2C1=O,87,93,97,90,95,0.8,93,9
Cc1cc(NC(=O)CCN2CCCCC2)ccc1Br,96,93,95,90,109,-0.1,76,0
